Pin1 inh: human Pin1 inhibition; Q13526; Pin1 FP peptide displacement, HiFluor488, 10 min; Potency, µM (highest dose often 115 µM), for the others: at the highest dose activity, negative = inhibition, actives largely listed as inhibitors; actives 0.009% (n = 390,000); AID 504891; active = well fitted inhibition curve with a large enough effect in the polarisation, with a control signal flat, not every such curve was filed as active; inconclusive = small, poorly fitted or top-dose-only effect, or effect the other way, or a change in a side signal; inactive = no such curve, though single readings can be large or run the other way; the % refers to the polarisation; note: potency is the fitted concentration of half-maximal effect; % is set by controls: 0 for no effect and ±100 for the full control effect
PI4K2A inh: PI4K2A (human) kinase inhibition; Q9BTU6; purified PI4K2A, ADP-Glo luminescence, 1 h; stronger effect = lower value; activity change, negative = inhibition, % at 76.9 µM; actives 0.13% (n = 420,000); AID 1346378; in the data active = activity change below about -50%; inconclusive = mostly about -30% to -49%;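 note: -100% = wells without enzyme as full effect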
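ADP-Glo luminescence measured ADP generated by PI4K2A enzyme (4 ug/mL before mixing) with 1.2 mM PI substrate (pre-mix) and 300 microM ATP (pre-mix). Tris pH7.5 buffer with MgCl2, Triton X-100; 1 h reaction at ambient temperature.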
TrxR1 substrate: rat thioredoxin reductase 1 substrate activity | O89049 | purified TrxR1 substrate turnover, NADPH consumption readout | Potency, µM (series often up to 114 µM), for inactives: top-dose activity change, negative = substrate turnover | actives 0.01% (n = 390,000) | AID 588456; note: potency is the fitted concentration of half-maximal effect; % is set by controls: 0 for no effect and ±100 for the full control effect; nearly all actives have a fitted effect of over 50% in size
Target sequence (O89049 whole entry, looked up): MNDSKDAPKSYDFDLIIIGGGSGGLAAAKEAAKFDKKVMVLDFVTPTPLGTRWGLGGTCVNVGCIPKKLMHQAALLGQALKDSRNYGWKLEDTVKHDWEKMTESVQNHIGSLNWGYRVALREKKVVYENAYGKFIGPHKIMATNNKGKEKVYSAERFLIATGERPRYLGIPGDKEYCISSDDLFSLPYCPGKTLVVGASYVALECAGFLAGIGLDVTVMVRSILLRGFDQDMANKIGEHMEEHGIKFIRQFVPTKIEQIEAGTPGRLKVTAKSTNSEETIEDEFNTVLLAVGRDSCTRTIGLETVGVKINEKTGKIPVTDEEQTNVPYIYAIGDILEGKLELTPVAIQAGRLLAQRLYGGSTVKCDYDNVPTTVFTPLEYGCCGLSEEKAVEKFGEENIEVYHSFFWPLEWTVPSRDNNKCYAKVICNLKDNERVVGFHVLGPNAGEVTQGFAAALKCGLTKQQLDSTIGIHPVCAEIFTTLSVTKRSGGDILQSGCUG
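Rat TrxR1, dispensed at 90 nM, was prereduced with 400 uM NADPH (final) for 5 min at ~22 deg C, then incubated with compound 15 min before 400 uM selenite. A first-read NADPH fluorescence drop versus no-compound background flagged substrates.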
GLS inh: glutaminase GLS (human) inhibition. GLS enzymatic activity, qHTS titration. Potency, µM (doses to about 45.5 µM), for inactives: at the highest dose activity change, negative = inhibition, actives largely listed as inhibitors. actives 0.21% (n = 410,000); note: potency is the fitted concentration of half-maximal effect; % is set by controls: 0 for no effect and ±100 for the full control effect
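hKGA in 45 mM KH2PO4 (pH 8.2), 0.02% Tween-20 with compound, then 1mM L-Glutamine (stock as added) plus glutamate oxidase/HRP/Amplex red coupling mix. Fluorescence read initially and after 30 min at RT; signal change reflects glutamate formation.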
USP1 inh: inhibitors of human USP1/UAF1 deubiquitinase | recombinant USP1/UAF1, Ub-Rhodamine cleavage fluorescence | O94782 | actives 0.23% (n = 390,000) | Potency, µM (series often up to 57.1 µM), without a hit: at the top dose activity change, negative = inhibition, usual class: inhibitors; note: potency is the fitted concentration of half-maximal effect; % is set by controls: 0 for no effect and ±100 for the full control effect; nearly all actives have a fitted effect of over 60% in size; inactives centre near -12
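USP1/UAF1 complex (1 nM) preincubated 15 min at room temperature with compound, then Ub-Rho substrate (150 nM final) added. Kinetic fluorescence at 480/540 nm over 6 reads at 60 s intervals; 50 mM HEPES pH 7.8, 0.5 mM EDTA, 0.1 mg/ml BSA, 1 mM TCEP, 0.01% Tween-20.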
HP1b binding inh: inhibitors of HP1-beta chromodomain binding to methylated histone tails | AlphaScreen HP1-beta / biotin-H3K9me3 peptide binding | actives 0.56% (n = 390,000) | AID 540317 | P83916 | Potency, µM (series often up to 114 µM), for inactives: top-dose activity change, negative = inhibition, usual class: inhibitors; note: potency is the fitted concentration of half-maximal effect; nearly all actives have a fitted effect of over 70% in size; inactives centre near 23
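Compound inhibition of the preformed complex between 50 nM HP1-beta and 50 nM biotinylated H3K9me3 peptide was read by AlphaScreen. Buffer was PBS pH 7.4 with 0.01% Tween-20. Incubations ran 30 min at room temperature, with 10 ug/mL donor/acceptor beads.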
TrxR1 inh: rat TrxR1 inhibition; O89049; recombinant rTrxR1, NADPH fluorescence consumption, selenite substrate; Potency, µM (top dose mostly 114 µM), without a hit: at the top dose activity change, negative = inhibition, usual class: inhibitors; actives 1% (n = 390,000); AID 588453; note: potency is the fitted concentration of half-maximal effect; % is set by controls: 0 for no effect and ±100 for the full control effect; nearly all actives have a fitted effect of over 65% in size
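Rat TrxR1 (90 nM in the dispensed reagent) was pre-reduced with 400 uM NADPH for 5 min at room temperature, then incubated with compound for 15 min. After 400 uM selenite was added, NADPH fluorescence (Ex 340/Em 450 nm) was followed for 8 min.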
IDH1 R132H inh: human IDH1 R132H inhibition; O75874; IDH1-R132H enzyme, NADPH consumption, diaphorase/resazurin fluorescence; Potency, µM (titrated, usually from 76.6 µM), inactives show at the top dose activity change, negative = inhibition, usual class: inhibitors; actives 0.093% (n = 390,000); AID 602179; note: potency is the fitted concentration of half-maximal effect; % is set by controls: 0 for no effect and ±100 for the full control effect; nearly all actives have a fitted effect of over 65% in size
Target sequence (O75874 whole entry R132H, stated change not applied): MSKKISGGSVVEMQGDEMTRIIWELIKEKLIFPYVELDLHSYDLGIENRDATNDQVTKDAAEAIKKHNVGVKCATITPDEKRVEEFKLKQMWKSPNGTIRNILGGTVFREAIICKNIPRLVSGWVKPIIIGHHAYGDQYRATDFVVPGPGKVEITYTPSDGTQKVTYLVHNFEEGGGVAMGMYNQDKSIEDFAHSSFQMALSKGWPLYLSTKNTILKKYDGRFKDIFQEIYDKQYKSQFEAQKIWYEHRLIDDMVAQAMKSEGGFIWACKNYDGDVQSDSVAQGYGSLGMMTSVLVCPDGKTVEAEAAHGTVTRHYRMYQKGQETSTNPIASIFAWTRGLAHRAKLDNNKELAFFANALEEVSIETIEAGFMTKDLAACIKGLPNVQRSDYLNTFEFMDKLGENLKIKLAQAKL
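IDH1-R132H (0.5 ug/mL dispensed) in pH 7.5 Tris buffer was preincubated 30 min with compound, then given a substrate mix of 0.016 mM NADPH and 2 mM alpha-KG for 80 min at room temperature; remaining NADPH was read by diaphorase/resazurin fluorescence.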
Tb PGK inh: T. brucei PGK inhibition | P07378 | PGK/GAPDH coupled, Kinase-Glo luminescence, 60 min | Potency, µM (highest dose often 57.5 µM), inactives show at the top dose activity change, negative = inhibition, usual class: inhibitors | actives 0.043% (n = 380,000); note: potency is the fitted concentration of half-maximal effect; % is set by controls: 0 for no effect and ±100 for the full control effect; nearly all actives have a fitted effect of over 60% in size
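Luminescent ATP detection (Kinase-Glo Plus) follows a 60-minute room-temperature incubation, with wells lacking PGK as controls. Buffer: 100 mM TEA (pH 7.6), 5 mM MgCl2, 0.01% Tween-20. Coupling enzyme GAPDH (100 nM final) supplies unstable 1,3-BPG in-well.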
Active calls of the source: *; i = inactive; ? = inconclusive; nt = not tested or not shown; & = joins results of further samples; [ ] = dose if it differs, or a comment. Unless noted, calls come from the whole dose curve; as a rule, active = well fitted curve in the direction sought with a large enough effect; inconclusive = small, poorly fitted or top-dose-only effect, or another doubt; inactive = no such curve, though single readings can be large; an effect the other way counts as inactive or inconclusive.

SMILES	Pin1 inh	PI4K2A inh	TrxR1 substrate	GLS inh	USP1 inh	HP1b binding inh	TrxR1 inh	IDH1 R132H inh	Tb PGK inh
CC1(C)CC(=O)C2=C(C1)OC1=C(C(=O)CC(C)(C)C1)C2c1cccc([N+](=O)[O-])c1	nt	-4	nt	-3%	-12%	nt	nt	-8%	i
CC(=O)Nc1ccc(NC(=O)CSc2nnnn2C2CCCCC2)cc1	0%	-7	-11%	-11%	-17%	19%	-7%	5%	i
CCN1C(=O)N[C@@H](c2ccccc2)[C@H](C(=O)OC)[C@H]1C	-5%	0	7%[57.1 µM]	1%	22%	26%	18%[57.1 µM]	-8%	2%
Cc1ccc(/C=N/NC(=O)CN(Cc2ccccc2)S(=O)(=O)c2ccc3c(c2)OCCO3)cc1	4%	2	-8%	8%	-7%	17%	2%	-2%	-2%
CCc1cc2c(cc3c(=O)n(CC(=O)NCCCN4CCCCCC4)nc(CC)n32)s1	-3%	-2	4%	-1%	-10%	52%[activator]	6%	8%	-6%
Cc1cccnc1NC(=O)c1ccc(OCC2CCCO2)cc1 (centres undefined)	11%	-3	-2%	0%	-17%	29%	11%	-18%	-5%
COC(=O)c1c(NC(=O)c2ccc(Cl)c(Cl)c2)sc2c1CCCC2	-3%	-1	11%	-5%	?	58%[activator]	3%	0%	i
Cc1nn(C)c(C)c1S(=O)(=O)N1CCC(C(=O)NCCC2=CCCCC2)CC1	1%	0	-1%	4%	-3%	30%	3%	-11%	2%
CC(C)(C)C(=O)Nc1nnc(SCc2ccc(F)cc2)s1	-1%	3	3%	nt	-16%	27%	7%	3%	-5%
O=C(Nc1ccc(F)cc1F)c1ccc(S(=O)(=O)NCc2ccco2)cc1	-2%	0	-3%	-1%	-15%	25%	-4%	-1%	i
Cc1c(NC(=O)/C(C#N)=C/c2ccc(-c3ccc(Cl)c(Cl)c3)o2)c(=O)n(-c2ccccc2)n1C	21%	2	0%[57.1 µM]	-15%	-18%	-21%	13%[57.1 µM]	4%	-4%
Cc1cc(C)c2nc(Cl)c(CN(Cc3ccco3)C(=O)Nc3ccccc3C)cc2c1	11%	1	4%	5%	7%	27%	14%	-1%	6%[11.5 µM]
COc1ccc(C(=O)NCCn2ccc3ccccc32)c(OC)c1	4%	1	-1%[57.1 µM]	0%	-19%	12%	10%	6%	nt
Cc1cc(C)n(CC(C)Nc2nc3nonc3nc2N2CCCCC2)n1 (centres undefined)	2%	4	10%[57.1 µM]	10%	-16%	-13%	13%[57.1 µM]	8%	i
COc1cc(Cl)c(S(=O)(=O)N2CCN(Cc3ccc4c(c3)OCO4)CC2)cc1Cl	-7%	-2	7%[57.1 µM]	1%	-22%	43%[activator]	21%[57.1 µM]	2%	-2%
O=C1CCC[C@@H]2[C@@H](Cc3ccccc3)[C@H](N3CCN(c4ccccc4)CC3)C[C@@H]3CCN1[C@@H]32	4%	6	-2%	16%	?	-21%	26%	41%[activator]	-7%
Cc1ccc(-c2ccc(=O)n(CC(=O)NC(C)c3ccccc3)n2)cc1 (centres undefined)	-2%	2	-1%[57.1 µM]	-6%	-21%	25%	11%[57.1 µM]	-20%	6%
O=[N+]([O-])c1ccc(OC/C=C2\Oc3ccc([N+](=O)[O-])cc3C2N2CCOCC2)cc1 (centres undefined)	-13%	10	-13%	-11%	-7%	-7%	?	10%	-11%
Cc1noc(NS(=O)(=O)c2ccc(N/C=C/C(=O)c3ccccc3)cc2)c1C	-5%	5	-9%	23%	-11%	4%	-21%	6%	i
C#Cc1cccc(C(=O)NC2CCCN(C3Cc4ccccc4C3)C2)c1 (centres undefined)	-1%	-1	2%	13%	-12%	22%	27%	-6%	5%
COc1ccc(OC)c(CN2C(=O)CCC2(C)C(=O)NC2CCCCCC2)c1 (centres undefined)	0%	3	-10%	-1%	-5%	33%[activator]	-9%	7%	i
O=C(c1sc2ccccc2c1Cl)N1CCN(c2ccc(F)cc2)CC1	-4%	1	-12%	7%	-9%	-1%	-1%	5%	-6%
NC(=S)N/N=C\c1ccccc1OCc1ccccc1	2%	-9	-9%	12%	-12%	-16%	-11%	8%	-5%
O=C1COc2cc(S(=O)(=O)CCC(=O)N3CCCCC3)c(Cl)cc2N1	-2%	-2	1%[57.1 µM]	-3%	-18%	34%	15%[57.1 µM]	1%	2%
CCc1ccc(-n2c(=O)c3ccccc3n(CC(=O)NCCc3ccc(OC)c(OC)c3)c2=O)cc1	2%	-2	-4%	5%	-20%	17%	-2%	-2%	3%
COc1ccc(NC(=O)CC(C(=O)O)C(C)c2ccccc2)cc1 (centres undefined)	4%	2	-9%	0%	-14%	37%	-4%	-7%	-3%
CC1CN(C(=O)CCC(=O)NCc2ccccc2)c2cc(Cl)ccc2O1 (centres undefined)	9%&7%	3&-1	3%[57.1 µM]	0%&-7%	-21%&-9%	24%&10%	3%[57.1 µM]	3%&-8%	-6%
CCOc1ccccc1NC(=S)Nc1ncccc1C	-2%	3	-10%	8%	-17%	-57%	-22%	5%	-8%
CCOC(=O)c1c(NC(=O)CN2CCCc3ccccc32)sc(C)c1C	35%[activator]	-3	-14%	17%	-11%	13%	-16%	0%	i
Cc1nc(CNS(=O)(=O)c2cc(F)ccc2F)cs1	-2%	-7	-11%	-15%	5%	3%	-5%	-5%	i
CC(C)(C)C(=O)Nc1ccc(C(=O)NNC(=O)c2ccccc2)cc1	-15%	1	-1%[57.1 µM]	5%	1%	42%[activator]	16%[57.1 µM]	3%	7%
CCOC(=O)c1c2c(n(-c3ccc(OC)cc3)c1C)C(=O)C(=O)c1ccccc1-2	-15%	?	56µM*	1%	1.8µM*	?	?	14%	-21%
COC(=O)C1(Cc2ccccc2)NC(c2ccccc2C)C2C(=O)N(c3ccc4c(c3)OCO4)C(=O)C21 (centres undefined)	42%[activator]	-7	-12%	1%	-20%	9%	-7%	2%	i
C/C(=N/NS(=O)(=O)c1ccc(Cl)cc1)c1cccc(O)c1	7%	-1	-16%	17%	-5%	17%	22%[57.1 µM]	-6%	-9%
CCc1cc2c(SCC(=O)c3ccc(C)cc3)ncnc2s1	-5%	-8	2%	-15%	-10%	-2%	-4%	0%	-1%
CNC(=O)CC1C(=O)N(C)C(=S)N1NC(=O)c1ccc(Cl)cc1 (centres undefined)	-6%	-9	22%	-14%	-10%	26%	47%	5%	-3%
O=C(Nc1cccc(O)c1)C1CC(c2cccc(Br)c2)=NO1 (centres undefined)	-1%	3	-6%	-9%	0%	10%	11%[57.1 µM]	11%	0%
Cc1cc(Cl)ccc1NC(=O)c1cccc(NC(=O)N2CCSc3ncccc32)c1	3%	-2	4%	5%	-9%	33%	12%	12%	-8%
O=C1N/C(=N\N=C\c2ccco2)SC1Cc1ccc(F)cc1 (centres undefined)	22%	1	3%	6%	-2%	16%	12%[57.1 µM]	-13%	i
Cc1ccc(CNC(=O)C2CCCN(S(=O)(=O)c3c(C)[nH]c(=O)[nH]c3=O)C2)cc1 (centres undefined)	?	3	0%	-12%	-7%	28%	9%	-3%	i
CCCCN(C(=O)COC(=O)CSc1ccc([N+](=O)[O-])cc1)c1c(N)n(CCC)c(=O)[nH]c1=O	3%	-2	-4%	1%	-10%	8%	0%	3%	-8%

Compounds shown so far with an aryl methoxy group (6):
SMILES	Pin1 inh	PI4K2A inh	TrxR1 substrate	GLS inh	USP1 inh	HP1b binding inh	TrxR1 inh	IDH1 R132H inh	Tb PGK inh
COc1ccc(C(=O)NCCn2ccc3ccccc32)c(OC)c1	4%	1	-1%[57.1 µM]	0%	-19%	12%	10%	6%	nt
COc1cc(Cl)c(S(=O)(=O)N2CCN(Cc3ccc4c(c3)OCO4)CC2)cc1Cl	-7%	-2	7%[57.1 µM]	1%	-22%	43%[activator]	21%[57.1 µM]	2%	-2%
COc1ccc(OC)c(CN2C(=O)CCC2(C)C(=O)NC2CCCCCC2)c1 (centres undefined)	0%	3	-10%	-1%	-5%	33%[activator]	-9%	7%	i
CCc1ccc(-n2c(=O)c3ccccc3n(CC(=O)NCCc3ccc(OC)c(OC)c3)c2=O)cc1	2%	-2	-4%	5%	-20%	17%	-2%	-2%	3%
COc1ccc(NC(=O)CC(C(=O)O)C(C)c2ccccc2)cc1 (centres undefined)	4%	2	-9%	0%	-14%	37%	-4%	-7%	-3%
CCOC(=O)c1c2c(n(-c3ccc(OC)cc3)c1C)C(=O)C(=O)c1ccccc1-2	-15%	?	56µM*	1%	1.8µM*	?	?	14%	-21%

High-throughput results from PubChem.

The list is partial (hit frequency here may not be typical).
